# ABHD4 inh: ABHD4 inhibitors, primary screen, biochemical, fluorescence polarization, mouse | actives 0.54% (n = 370,000) | inhibition, % at 8.92 µM | purified mABHD4, FP-Rh probe fluorescence polarization | (Lyso)-N-acylphosphatidylethanolamine lipase (Mus musculus), Q8VD66;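 active means inhibition exceeding the mean over every tested compound plus 3 SD, cut at about 30% in these data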;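 further: 0% = plate median of compound wells and 100% = S159A mutant with DMSO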
#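 system = mouse ABHD4 enzyme, wild type | medium = HEPES pH 7.0, NaCl, Pluronic buffer | also added = FP-Rh probe | incubation = Enzyme–compound pre-incubation 45 min, then probe 60 min, both 25 °C | technique = fluorescence polarization, excitation 525 nm, emission 598 nm, BODIPY TMR filters | controls = S159A mutant high control, sample median low control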
# HTRA1 inhibitor: HTRA1 serine protease inhibitors, primary screen, biochemical, fluorescence polarization, HTS. recombinant HTRA1, FP-rhodamine activity-based probe. inhibition, % at 5.96 µM. actives 0.5% (n = 340,000). Q92743; in the data active means inhibition above about 36%;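 further: 0% = enzyme with DMSO and 100% = wells lacking enzyme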
# SIAE primary: human SIAE inhibitors, primary screen, biochemical, fluorescence polarization, FP-Rh probe, 1536-well HTS. Sialate O-acetylesterase (Homo sapiens), Q9HAT2. SIAE FP-Rh probe binding. inhibition, % at 9.66 µM. actives 0.69% (n = 370,000). AID 1053197, 2014;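 active means inhibition above a cutoff: mean of compounds within the control limits plus 3 SD of those, cut at about 17% in these data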;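 further: 0% = plate median of compound wells and 100% = probe without SIAE protein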
# Target sequence (Q9HAT2 whole entry, looked up): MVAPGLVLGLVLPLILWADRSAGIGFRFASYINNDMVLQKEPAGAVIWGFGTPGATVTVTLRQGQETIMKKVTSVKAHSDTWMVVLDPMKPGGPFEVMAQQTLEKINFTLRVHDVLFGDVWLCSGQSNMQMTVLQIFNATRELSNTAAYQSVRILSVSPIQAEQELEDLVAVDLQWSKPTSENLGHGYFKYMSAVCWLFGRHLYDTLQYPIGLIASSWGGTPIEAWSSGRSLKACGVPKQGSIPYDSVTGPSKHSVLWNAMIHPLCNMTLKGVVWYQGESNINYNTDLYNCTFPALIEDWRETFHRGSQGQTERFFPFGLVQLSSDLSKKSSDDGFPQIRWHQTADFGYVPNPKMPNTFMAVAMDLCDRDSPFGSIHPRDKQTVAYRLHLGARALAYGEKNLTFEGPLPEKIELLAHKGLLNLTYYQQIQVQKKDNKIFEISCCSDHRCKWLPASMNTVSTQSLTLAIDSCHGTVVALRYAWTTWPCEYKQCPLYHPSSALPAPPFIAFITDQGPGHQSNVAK
# GC-A act: GC-A stimulated cGMP production enhancers – HEK293 GC-A cells, cGMP TR-FRET, EC30 ANP, primary screen; Atrial natriuretic peptide receptor 1 (Homo sapiens), P16066; actives 0.14% (n = 370,000); activation, % at 10 µM; 0% at EC30 ANP, 100% saturating ANP; in the data active means activation above about 40%
# UHRF1 binding: UHRF1 methylated DNA binding inhibitors, primary screen, counter-screen for MBD2 inhibitor project, biochemical, TR-FRET, human UHRF1, single concentration | E3 ubiquitin-protein ligase UHRF1 (Homo sapiens), Q96T88 | UHRF1 binding to methylated oligo | inhibition, % at 4.4 µM | actives 0.75% (n = 370,000); in the data active means inhibition above about 21%;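 further: UHRF1 SRA domain binding a hemimethylated CpG hairpin DNA probe; 0% = median of test compound wells and 100% = reference inhibitor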
# TCR-CD3 inh: inhibitors of human TCR-CD3 interaction, primary screen, biochemical, fluorescence, TAMRA-labeled TCR probe; AID 651800, 2012; inhibition, % at 9.4 µM; actives 0.37% (n = 360,000); T-cell receptor (TCR); in the data active means inhibition above about 19%;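 further: recombinant mutant TCR 2C K166C tagged with TAMRA read by polarization; 0% = receptor in buffer alone and 100% = receptor with positive control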
# PRMT1 FP inh: PRMT1 methyltransferase inhibitors, primary screen, biochemical, fluorescence polarization. Protein arginine N-methyltransferase 1 (Homo sapiens), Q99873. recombinant PRMT1, activity-based probe fluorescence polarization. inhibition, % at 2.79 µM. actives 1.3% (n = 370,000). AID 652257, 2013;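 active means inhibition above about 21% made by adding two undisclosed values, limit read from the data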
# MBD2 inh: inhibitors of MBD2 binding to methylated DNA, primary screen, biochemical, TR-FRET, DNA-binding domain, human; Methyl-CpG-binding domain protein 2 (Homo sapiens), Q9UBB5; MBD2 binding to methylated oligonucleotide; inhibition, % at 4.4 µM; actives 0.31% (n = 370,000); AID 686964, 2013; in the data active means inhibition above about 13%
# Target sequence (Q9UBB5 whole entry, looked up, the tested form may be a part): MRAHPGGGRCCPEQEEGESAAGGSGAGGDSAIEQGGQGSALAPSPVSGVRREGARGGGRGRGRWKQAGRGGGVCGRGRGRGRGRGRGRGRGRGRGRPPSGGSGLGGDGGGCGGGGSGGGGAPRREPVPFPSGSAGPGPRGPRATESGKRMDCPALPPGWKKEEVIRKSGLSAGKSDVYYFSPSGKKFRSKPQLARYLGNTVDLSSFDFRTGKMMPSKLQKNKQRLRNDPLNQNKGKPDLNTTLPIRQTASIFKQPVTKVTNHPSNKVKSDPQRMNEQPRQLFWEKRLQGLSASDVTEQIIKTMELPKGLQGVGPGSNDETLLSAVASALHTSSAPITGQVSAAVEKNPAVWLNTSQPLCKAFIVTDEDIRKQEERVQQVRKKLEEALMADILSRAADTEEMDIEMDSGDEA
# GC-B act: human GC-B receptor activators, primary screen, HEK293 GC-B cells, cGMP TR-FRET, EC30 CNP; activation, % at 10 µM; Atrial natriuretic peptide receptor 2 (Homo sapiens), P20594; 0% at EC30 CNP, 100% saturating CNP; actives 0.11% (n = 370,000); AID 1920062, 2024;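 active means activation at 10 µM reaching about 35% in either raw or pattern-adjusted values, limit read from the data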
# rCAG binder: binders of r(CAG) RNA repeats, primary screen, biochemical, fluorescence | r(CAG) RNA repeat, TO-PRO-1 dye displacement fluorescence | inhibition, % at 3 µM | actives 1.3% (n = 370,000) | AID 651821, 2012;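 active means inhibition above the plate cutoff, the mean of all test compounds on that plate plus 3 SD, cut at about 35% in these data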;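 further: 0% = DMSO alone and 100% = 100 µM mitoxantrone as full dye displacement; higher means more dye released from RNA so lower well fluorescence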
# The depositor's hits bear a star; x = no result given; & = joins results of further samples.
SMILES,ABHD4 inh,HTRA1 inhibitor,SIAE primary,GC-A act,UHRF1 binding,TCR-CD3 inh,PRMT1 FP inh,MBD2 inh,GC-B act,rCAG binder
O=C(c1ccc(Cl)c(S(=O)(=O)N2CCCC2)c1)N1CCN(c2ccccn2)CC1,-2.1,3.4,1.9,2.3,3.1,-1.3,-4.2,-5.2,1.8,-4.6
COc1ccc(NC(=O)COC(=O)c2ccc3c(c2)OCCO3)cc1,-0.3,-0.2,-0.7,0.9,4.0,-5.1,3.8,3.5,-4.5,1.1
Cc1ccc(C)c(C(=O)NC2CC(C)(C)NC(C)(C)C2)c1,2.5,7.6,-0.6,3.0,0.2,5.4,-0.5,-5.2,0.9,0.7
CCOC(=O)c1cc(C(=O)OCC)c2ccccn2c1=O,5.2,2.4,0.8,6.0,-4.2,-5.5,-1.4,-1.9,-7.8,-3.1
CC1=C(C)CC(C(=O)c2ccc(C)cc2)C(C(=O)O)C1 (centres undefined),-0.7,-4.9,-0.7,2.1,-2.0,-1.6,-1.1,-1.8,4.1,5.3
CCC(=O)Nc1ccc2c(c1)nc(CCN1CCC(C)CC1)n2C,-3.4,5.1,5.2,2.4,-2.1,-1.5,-1.4,4.7,1.8,0.1
CC(Cc1ccco1)NC(=O)c1ccc(C(F)(F)F)cc1 (centres undefined),12.6,-1.4,0.5,0.4,1.3,8.9,4.9,-3.5,1.8,1.5
Cc1ccc(S(=O)(=O)N2[C@@H](c3ccccc3F)C(C(=O)O)=CC[C@H]2c2ccc(Cl)cc2)cc1,17.8,-24.9,0.0,-2.1,0.5,2.4,1.0,-2.9,-3.4,60.2*
CCOc1ccc(NC(=O)CCNS(=O)(=O)c2cccc3nonc23)cc1,-2.6,6.8,0.0,1.9,-0.4,-0.8,0.6,-1.1,-1.9,-1.1
COc1ccccc1-c1csc(C(NC(C)=O)c2ccc(F)c(F)c2)n1 (centres undefined),0.6,x,-0.4,-0.6,1.7,0.5,5.7,8.2,-2.0,0.3
COc1ccc(Cl)cc1NC(=O)C(OC)c1ccccc1 (centres undefined),13.4,-6.1,-3.3,-2.6,3.1,-7.3,0.1,-0.9,-8.6,-4.0
CCN(CC)c1ccc(/C=N/NC(=S)NC)c(O)c1,15.7,14.4,-3.0,-0.5,-8.1,5.6,6.1,-0.6,1.9,-0.3
C=CCN1C(=O)/C(=C/c2ccccc2)S/C1=N/c1nccs1,5.0,-5.2,0.4,-5.5,2.0,-7.0,2.7,1.4,-5.0,0.4
Cc1ccc2nc(SCC(=O)N(C)C3CCS(=O)(=O)C3)[nH]c2c1 (centres undefined),6.0,11.0,1.4,-2.0,-1.2,0.7,4.4,7.7,-6.6,1.5
NC(=O)C(c1ncc(C(F)(F)F)cc1Cl)c1c(Cl)cccc1Cl (centres undefined),4.2,2.1,6.0,0.1,0.5,4.5,0.4,-0.8,-1.9,-2.6
C=CCN(c1ccccc1C(=O)O)S(=O)(=O)/C=C/c1ccccc1,4.4,2.3,-5.3,-0.5,1.7,-4.4,6.3,2.9,4.2,2.8
CCOC(=O)c1cnc2ccccc2c1Nc1ccc2c(c1)OCCO2,2.1,-2.8,-3.2,22.9,-0.9,6.9,0.6,1.8,10.4,-1.9
CSCCC(NC(=O)/C(=C\c1ccc(Cl)cc1)NC(=O)c1ccccc1)C(=O)O (centres undefined),0.8,4.7,2.7,-1.8,0.3,1.3,0.5,3.3,-3.0,0.8
COc1cccc(Oc2c(C)oc3c(CN4CCCC4)c(O)ccc3c2=O)c1,-0.1,6.8,4.4,1.4,-1.7,6.9,-1.4,-3.5,4.7,1.7
COc1ccc(-n2nc3c(c2NC(=O)C2CCCC2)CS(=O)(=O)C3)cc1,7.0,0.2,6.0,1.3,1.3,3.8,2.6,-2.0,-8.2,0.5
COc1ccc(C(CNC(=O)c2cccc(NS(=O)(=O)c3ccc(Br)cc3)c2)N(C)C)cc1 (centres undefined),-0.5,-5.4,-2.6,-4.7,-0.9,8.0,0.8,-2.6,-8.9,-0.3
Cc1ccc(-c2csc(N3CCC(C(N)=O)CC3)n2)cc1,1.8,-8.1,1.7,2.1,-2.3,6.2,-0.1,-0.7,-1.2,1.2
CCCCN(Cc1ccco1)S(=O)(=O)c1csc(C(N)=O)c1,-2.7,4.0,-1.2,6.2,15.8,-6.1,0.7,3.1,2.8,-0.8
CCCCSc1nnc([C@@H]2CCCN2C(=O)OC(C)(C)C)o1,-1.0,2.9,5.4,4.2,1.3,-3.4,3.0,-3.7,-1.3,-9.8
CCOc1cccc(NC(=O)/C(C#N)=C/c2cccnc2)c1,-0.6,11.8,3.2,-20.5,3.0,-6.8,-2.4,0.3,-19.2,2.8

# (further entries)
SMILES,ABHD4 inh,HTRA1 inhibitor,SIAE primary,GC-A act,UHRF1 binding,TCR-CD3 inh,PRMT1 FP inh,MBD2 inh,GC-B act,rCAG binder
Nc1[nH]c(C(=O)c2ccccc2)c(-c2ccc(Cl)cc2F)c1C(=O)NCCc1c[nH]c2ccccc12,27.7,x,11.0,-3.9,-4.3,-2.4,-0.6,3.6,-6.7,12.3
O=C(O)c1ccc(OCC2CCCO2)cc1 (centres undefined),4.6,1.8,-6.9,3.9,1.5,-3.9,1.9,4.2,4.5,-2.7
CCc1ccc(N2CC(C(=O)Nc3ccc4c(c3)OCCO4)CC2=O)cc1 (centres undefined),0.5,0.2,4.5,-2.6,0.1,7.3,-6.9,4.1,0.3,-3.7
COc1ccc(S(=O)(=O)N2CCCOC2CNC(=O)C(=O)NCCCN2CCOCC2)cc1 (centres undefined),4.9,-0.6,-0.5,3.8,-0.5,-5.2,-3.5,-3.0,1.0,1.2
Cn1c(SCC(=O)Nc2cccnc2)nnc1-c1ccccc1F,-4.9,-6.4,-4.0,1.5,3.4,-0.1,-3.5,-1.6,-4.8,-0.8
COc1ccc(CN2CCN(c3ccccn3)CC2)c(OC)c1C,13.4&10.6,-4.7&2.3,0.3&1.3,-6.0&-10.8,-0.7&4.5,3.3&-7.7,-3.3&4.6,1.4&0.8,-4.4&-9.2,-6.5&-5.4
OC1CCN(CC(O)C(F)(F)F)CC1 (centres undefined),3.3,-3.1,11.2,2.0,-1.4,5.0,-2.6,-6.0,-2.5,-0.5
CCOC(=O)N1CCC(NS(=O)(=O)c2cc(Br)cnc2N)CC1,-18.8,-5.4,-8.0,-4.4,1.8,-10.2,3.2,2.4,-3.8,2.9
CC1CC1C(=O)OCC(=O)N(C)c1c(N)n(Cc2ccccc2)c(=O)[nH]c1=O (centres undefined),-4.7,5.5,-10.1,2.1,1.3,-5.0,-6.8,0.0,-2.9,-4.6
CC(=O)Cn1ncc(N2CCOCC2)cc1=O,3.5,3.6,-6.5,-1.6,-0.3,7.7,-2.1,-1.3,0.8,-4.9
Cc1csc(SCC(=O)N(C)C2CCS(=O)(=O)C2)n1 (centres undefined),0.8,5.5,-3.9,4.9,-2.5,11.9,-8.7,-1.0,90.4*,0.4
O=C(O)C1=C[C@H](c2ccc(Br)cc2)C[C@H](OCc2ccc(CO)cc2)O1,4.7,5.4,-2.8,2.5,-3.0,1.1,2.5,1.1,7.8,14.1
CCN1CCN(C(=O)NC2CCCCC2)CC1,9.4,5.2,0.8,3.4,1.9,-0.5,2.3,0.7,8.7,-1.7
Cc1nc2c(c(=O)n1CCC1=CCCCC1)c1nc3ccccc3nc1n2/N=C/c1ccco1,-5.5,-25.6,-2.8,-4.2,2.6,7.5,4.3,4.1,-2.7,14.2
CCOC(=O)C1CCCN(S(=O)(=O)c2ccc3c(c2)NC(=O)CO3)C1 (centres undefined),4.0,1.4,0.2,-0.2,1.8,2.1,4.8,4.4,1.0,-3.4
O=C(CCCOc1ccccc1)Nc1nccs1,-3.3,-0.7,-8.7,0.0,0.8,-4.8,0.0,2.2,-1.0,-3.5
O=C(NNC(=O)C1CCN(S(=O)(=O)c2ccc(Cl)cc2)CC1)c1ccncc1,1.2,2.6,4.2,-2.1,1.2,5.5,2.9,7.0,-1.7,6.1
CCN(CC)c1c([N+](=O)[O-])ncn1C,2.8,2.2,1.8,3.4,2.8,-5.4,-2.2,-2.0,-4.4,1.1
O=C(N/N=C/c1ccc(O)c(O)c1)NC12CC3CC(CC(C3)C1)C2,32.7*,67.8*,11.6,-0.3,3.5,-3.8,3.7,-2.2,-6.4,7.2
COC(=O)c1ccc(Cn2ccc3ccc(-c4ccc5ccn(C(=O)c6ccc(C)cc6)c5c4)cc32)cc1,-9.9,x,-8.6,1.3,1.5,x,-4.3,3.6,-3.1,13.8
CCOC(=O)c1ncccc1NC(=O)CC(=O)Nc1cccnc1C(=O)OCC,-2.5,x,-12.3,2.7,5.9,-7.7,6.3,0.5,-2.4,-6.3
CCOC(=O)C1=C(C)NC(C)=C(C(=O)OCC)C1C(=O)OCC(=O)N(C)Cc1ccccc1,8.3,-2.4,1.6,-9.0,1.0,-0.1,6.3,9.8,-8.9,-2.9
O=C(Oc1ccc(OC(=O)N2CCCCC2)cc1)c1ccccc1,0.6,-2.0,3.7,1.1,0.9,7.1,-1.5,0.3,-2.6,-1.4
O=C(NC1CCCc2ccccc21)C1CCC(CNc2c(N3CCOCC3)c(=O)c2=O)CC1 (centres undefined),3.0,1.6,4.8,-0.3,0.0,-1.1,5.2,2.8,0.4,0.6
COc1cc(S(=O)(=O)NCc2ccc3c(c2)OCO3)c(OC)cc1C,-1.6,1.8,-3.3,-6.3,-2.5,4.8,-0.4,-0.1,0.5,0.3
CC[C@@H]1C=C(C(=O)O)[C@H](c2ccc(C)cc2)N1S(=O)(=O)c1ccc(C)cc1,-2.4,4.2,-4.5,2.2,0.4,-4.1,1.1,-0.6,-1.5,8.7
Fc1ccc(C(c2nnnn2C2CCCC2)N2CCN(Cc3ccncc3)CC2)cc1 (centres undefined),-2.9,2.9,-4.2,-4.1,-3.2,-0.7,-0.9,-1.7,0.6,-4.9
Cc1ccc(O)c(Nc2ncnc3ccc([N+](=O)[O-])cc23)c1,4.4,5.5,2.1,0.2,-3.8,-3.2,4.8,-8.8,-0.9,1.7

# 4 compounds out of the list, ordered by molecular weight, smallest number first:
SMILES,ABHD4 inh,HTRA1 inhibitor,SIAE primary,GC-A act,UHRF1 binding,TCR-CD3 inh,PRMT1 FP inh,MBD2 inh,GC-B act,rCAG binder
CCOC(=O)C1CCCN(S(=O)(=O)c2ccc3c(c2)NC(=O)CO3)C1 (centres undefined),4.0,1.4,0.2,-0.2,1.8,2.1,4.8,4.4,1.0,-3.4
O=C(O)C1=C[C@H](c2ccc(Br)cc2)C[C@H](OCc2ccc(CO)cc2)O1,4.7,5.4,-2.8,2.5,-3.0,1.1,2.5,1.1,7.8,14.1
Fc1ccc(C(c2nnnn2C2CCCC2)N2CCN(Cc3ccncc3)CC2)cc1 (centres undefined),-2.9,2.9,-4.2,-4.1,-3.2,-0.7,-0.9,-1.7,0.6,-4.9
O=C(NC1CCCc2ccccc21)C1CCC(CNc2c(N3CCOCC3)c(=O)c2=O)CC1 (centres undefined),3.0,1.6,4.8,-0.3,0.0,-1.1,5.2,2.8,0.4,0.6

# A portion of the library; rates above refer to the full screens.
